Screens as filed in PubChem.
RTF Ca sens act: cardiac RTF calcium sensitization | activation, % at 7.2 µM | hit rate 0.24% among 340,000 | P19429+P45379 | IANBD-labeled TnC RTF fluorescence at EC20 calcium; 0% EC20 calcium, 100% full calcium | AID 493008;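 active means activation above the mean over all tested compounds plus 3 SD, cut at about 30% in these data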;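 further: rise in fluorescence read as greater calcium sensitivity of cardiac thin filaments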
Rtt109 HAT inh: blocks Candida albicans Rtt109/Vps75 acetyltransferase activity; hit rate 0.16% among 330,000; AID 540336; inhibition, % at 34.9 µM; purified Rtt109/Vps75, ThioGlo CoA-SH fluorescence, 4 h; Q5AAJ8;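 active means inhibition of at least 50% in every replicate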
Cardiac RTF inh: cardiac RTF calcium desensitization | P19429+P45379 | hit rate 0.12% among 340,000 | inhibition, % at 7.15 µM | IANBD-labeled cardiac RTF, Ca2+ fluorescence;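 active means inhibition above the mean inhibition of all tested compounds plus 3 SD, cut at about 17% in these data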;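 further: assay run at fixed EC70 calcium of 1.6 mM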
DAGLB inh: diacylglycerol lipase beta (human) inhibition; Q8NCG7; HEK293T DAGLB membrane lysate, EnzChek fluorogenic substrate; inhibition, % at 5.17 µM; hit rate 0.059% among 340,000; in the data active means inhibition above about 34%;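 further: 0% = enzyme with vehicle and 100% = wells lacking enzyme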
Target sequence (Q8NCG7 whole entry, looked up): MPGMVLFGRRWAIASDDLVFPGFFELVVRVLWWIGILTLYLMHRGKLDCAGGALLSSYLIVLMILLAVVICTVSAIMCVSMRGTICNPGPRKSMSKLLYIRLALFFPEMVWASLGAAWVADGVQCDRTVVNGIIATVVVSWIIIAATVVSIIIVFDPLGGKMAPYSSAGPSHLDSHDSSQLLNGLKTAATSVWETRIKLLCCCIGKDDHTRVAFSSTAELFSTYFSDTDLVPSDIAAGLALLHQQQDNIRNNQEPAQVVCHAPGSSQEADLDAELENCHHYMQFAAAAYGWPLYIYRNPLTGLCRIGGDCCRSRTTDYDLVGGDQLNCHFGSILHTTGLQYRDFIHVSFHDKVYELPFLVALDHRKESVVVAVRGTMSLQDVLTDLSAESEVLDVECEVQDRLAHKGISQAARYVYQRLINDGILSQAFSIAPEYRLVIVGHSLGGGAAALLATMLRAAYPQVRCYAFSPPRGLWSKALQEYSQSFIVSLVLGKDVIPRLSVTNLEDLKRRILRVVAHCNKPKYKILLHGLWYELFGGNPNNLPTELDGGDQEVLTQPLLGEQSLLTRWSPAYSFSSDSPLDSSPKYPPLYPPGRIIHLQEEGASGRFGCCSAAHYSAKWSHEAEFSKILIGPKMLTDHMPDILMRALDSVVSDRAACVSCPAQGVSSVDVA
PKA-R2B act: PKA-R2B complex activation; P22694+P31323; PKA-R2B holoenzyme dissociation, Cy5-IP20 fluorescence polarization; R2B truncated from residue 108, S112A mutant; 0% DMSO only, 100% 113 µM cGMP; activation, % at 11.4 µM; hit rate 0.079% among 340,000; AID 504700;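 active means activation above a cutoff set at the mean over all compounds plus 3 SD, cut at about 18% in these data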;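 further: higher means more holoenzyme dissociation and a rise in polarization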
Target sequence (P31323 whole entry, looked up, other chains not shown, the tested form may be a part): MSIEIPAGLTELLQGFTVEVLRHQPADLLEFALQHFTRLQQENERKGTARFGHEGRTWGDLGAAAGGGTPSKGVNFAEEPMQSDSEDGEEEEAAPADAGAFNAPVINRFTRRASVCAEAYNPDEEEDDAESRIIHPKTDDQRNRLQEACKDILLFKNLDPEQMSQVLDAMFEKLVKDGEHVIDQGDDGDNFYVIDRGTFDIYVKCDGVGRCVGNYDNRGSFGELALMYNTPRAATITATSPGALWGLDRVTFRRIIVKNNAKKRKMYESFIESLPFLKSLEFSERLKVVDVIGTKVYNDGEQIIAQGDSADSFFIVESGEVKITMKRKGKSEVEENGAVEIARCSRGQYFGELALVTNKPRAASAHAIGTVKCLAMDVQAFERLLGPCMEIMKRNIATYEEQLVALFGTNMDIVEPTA
C-LANA FP: KSHV C-LANA DNA binding inhibition. MBP-C-LANA/FAM-LBS DNA binding, fluorescence polarization. inhibition, % at 9 µM. hit rate 0.078% among 340,000;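 active means highest replicate inhibition at or above 60% at 9 µM, even if other replicates fall short; inactive means all replicates below 60% inhibition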;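 further: 0% = neutral control wells and 100% = 4 µM acridine orange control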
SR-BI uptake up: enhances SR-BI lipid uptake from DiI-HDL; activation, % at 12.5 µM; AID 504775; CHO ldlA[mSR-BI] cells, DiI-HDL uptake fluorescence, 3 h; 100 = double the neutral-control signal; hit rate 0.096% among 320,000;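 active means mean replicate activation of at least 60% and every replicate at or above 60%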;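 further: 0% = median plate neutral-control signal and 100% = twice that signal; values of inactives mirror those of a sister screen read the other way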
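System: LDL receptor-deficient CHO ldlA cells overexpressing murine SR-BI | Timing: 3 h uptake period with compound, 37 °C | Medium: HEPES-buffered (25 mM, pH 7.4) F12 plus 0.5% BSA | Dosing: Single-point compound dose | Signal: Bottom-read fluorescence, 550/595 nm | Read-out: Retained DiI signal reflecting DiI-HDL uptake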
CAL PDZ FP-1: blocks peptide binding to the human CAL PDZ domain; Q9HD26; purified CAL PDZ, TMR-peptide fluorescence polarization, 1 h; inhibition, % at 24.9 µM; hit rate 0.92% among 300,000; AID 602252;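 active means mean inhibition of at least 30% with at least half of replicates also reaching 30%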;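 further: 0% = DMSO neutral control and 100% = excess unlabeled competitor peptide PRC23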
CAL PDZ FP-2: inhibitors of human CAL PDZ peptide binding. Q9HD26. purified CAL PDZ, TMR-peptide fluorescence polarization, 1 h. inhibition, % at 20 µM. hit rate 0.02% among 330,000. AID 504414;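 active means highest replicate inhibition of at least 40%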;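 further: plate controls were DMSO neutral control wells for no effect and unlabeled competitor peptide control wells for full effect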
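Test system: purified CerCALP PDZ construct; Compound dosing: one concentration, 20 µM compound; Also added: TMR-labelled reporter peptide T*-PRC34 bound in PDZ groove; Read-out: inhibition from polarization loss; Controls: unlabelled peptide and DMSO controls; Signal: FP readout, S and P plane fluorescence; Incubation: 1 h at RT.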
Keap1 Nrf2 FP: Keap1-Nrf2 (human) interaction inhibition; Q14145; Keap1 Kelch-Nrf2 peptide fluorescence polarization, 1536-well; inhibition, % at 9.4 µM; hit rate 0.15% among 340,000; in the data active means inhibition above about 12%;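 further: human Keap1 Kelch domain with fluorescein labeled Nrf2 9mer peptide probe; 0% = neutral control wells and 100% = peptide positive control; higher means more block of Keap1 binding to Nrf2 peptide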
* marks the source's active call; other numbers are inactive results; . = not tested or not shown.

SMILES	RTF Ca sens act	Rtt109 HAT inh	Cardiac RTF inh	DAGLB inh	PKA-R2B act	C-LANA FP	SR-BI uptake up	CAL PDZ FP-1	CAL PDZ FP-2	Keap1 Nrf2 FP
CC(=O)Oc1ccc(OC(C)=O)c(S(=O)(=O)c2ccc(C)c(C)c2)c1	-6	12	2	3	3	-1.1	6	-5	-1.1	2
CN1CCN(S(=O)(=O)c2cccc(C(=O)NCCOc3ccccc3F)c2)CC1	-1	-3	-1	-2	4	-0.4	7	-2	-2.4	-2
Cc1ccc(NC(=O)C2C3C=CC4(O3)C2C(=O)N(CCCN2CCOCC2)C4C(=O)NC2CCCCC2)cc1Cl (stereo not given)	-2	6	2	1	0	0.6	.	-4	0.3	0
COC(=O)c1c(-c2ccc(OC)cc2)sc2cc3c(cc12)OCO3	-5	-11	3	-17	-5	2.6	-12	-5	0.2	-4
CC(C)(C)OC(=O)n1cc(CCO)c2ccccc21	-1	2	-11	-6	4	0.7	-11	1	0.0	-1
Cc1ccsc1C(=O)OCC(=O)Nc1ccc(Cl)cn1	-1	-7	-2	-7	-2	-0.3	34	1	-0.9	-2
CS(=O)(=O)Nc1ccc(S(=O)(=O)N2CCCCCC2)cc1	5	-10	-4	-2	7	-0.2	17	-6	-3.3	-6
COc1ccc(C(=O)c2c[nH]c(C(=O)NCc3ccco3)c2)cc1	-4	-3	8	-1	-3	-1.2	-38	5	-1.4	1
O=C(COc1ccc(Br)cc1Cl)NNC(=O)c1ccccc1	1	1	-12	0	14	-1.2	9	-2	-0.6	-6
C/C(=N\OC(=O)c1ccc(OC(C)C)cc1)c1ccc(C)c(C)c1	-6	-1	5	-23	-11	0.7	7	9	-2.2	1
CCSc1nnc(NC(=O)c2nc(-c3ccccc3)n(-c3ccccc3)n2)s1	2	-3	0	10	-3	1.0	3	-4	.	-4
O=C(NCC1CCCO1)c1ccc2c(c1)C(=O)N(C1CCCCC1)C2=O (stereo not given)	5	-1	-2	-4	-4	3.7	7	-3	-1.3	2
Cc1c(C(=O)N2CCCCCC2)c(S(=O)(=O)NCc2ccccc2Cl)c(C)n1C	-5	11	-6	-2	-2	-1.6	5	-1	-1.6	-1
Cn1c(=O)c2[nH]c(SCC(=O)c3ccc(F)cc3)nc2n(C)c1=O	-7	2	2	1	1	-0.5	5	-2	0.5	2
COc1ccc(CN2CCOCCOCCN(Cc3ccc(OC)cc3)CCOCCOCC2)cc1	0	0	3	2	-4	0.1	8	-1	-0.4	-3
CC(C)(C)NCc1cccn1-c1sc2c(c1C#N)CCCC2	1	-10	-6	-2	1	0.5	7	-5	0.2	-1
N#Cc1cccc(NC(=O)CSc2ccccc2)c1	9	19	0	1	-11	0.7	0	-17	-3.2	-1
COc1ccc(NC(=O)COC(=O)CCSc2ccccc2)cc1	-7	4	-3	-4	-2	-2.1	5	-4	-2.1	-5
CC(C)(C)OC(=O)N(CCc1ccccc1)Cc1ccccc1OCc1cccc(NC(=O)/C=C/c2ccccc2)c1	-4	4	-8	-24	-1	-0.9	-50	-3	-5.5	-6
CCc1ccc(Nc2n[n+](-c3ccccc3)c(-c3ccc(C(=O)O)cc3)s2)cc1	-5	4	-14	-3	-3	3.6	16	-1	0.0	-2
CC(C)CNC(=O)CN1C(=O)NC2(CCc3ccccc32)C1=O (stereo not given)	1	-3	-3	3	-4	0.1	.	0	-1.0	-3
CC(=O)Nc1nc2ccccc2n1Cc1ccc(C)cc1	8	-10	-8	-2	3	-1.8	16	-1	-2.7	-8
O=C(O)CC/C(=C\c1ccc(Cl)c([N+](=O)[O-])c1)c1nc2ccccc2s1	-5	14	3	7	2	1.0	1	8	-1.7	-1
Cc1cccc(C2CC3(CC(C)(C)NC(=S)N3)Oc3cc(O)ccc32)c1 (stereo not given)	.	25	.	.	.	0.8	-61	5	-0.1	-3
CC(OC(=O)C1CCN(S(=O)(=O)c2ccccc2)CC1)C(=O)Nc1ncc(Cl)cc1Cl (stereo not given)	6	1	4	0	1	1.6	-16	-2	.	-5
SMILES	RTF Ca sens act	Rtt109 HAT inh	Cardiac RTF inh	DAGLB inh	PKA-R2B act	C-LANA FP	SR-BI uptake up	CAL PDZ FP-1	CAL PDZ FP-2	Keap1 Nrf2 FP
Cc1ccc(NC(=O)CCc2ccc(S(=O)(=O)N3CCOCC3)cc2)c(O)c1	0	-6	-6	0	5	-3.3	0	-6	0.5	-3
O=C(NCCc1ccccc1)c1cccc(S(=O)(=O)N2CCCCC2)c1	-1	11	2	0	1	2.6	9	-2	-2.4	-5
CCN(CC(=O)Nc1ccc(NC(C)=O)cc1)C(=O)c1cc(-c2ccccc2Cl)nc2ccccc12	-2	2	-8	4	2	1.4	-24	-6	-0.7	-2
O=C(CSc1nc(C2CC2)nc2ccccc12)Nc1ccccc1	-11	7	0	-6	-12	1.2	-8	-11	-1.0	-4
CC1CC(C)CN(C(=O)CSc2nnc(-c3ccc(Cl)s3)o2)C1 (stereo not given)	0	4	6	-9	-4	-0.9	5	-1	0.2	-3
CCOc1ccc(NC(=O)CN(C)C(=O)c2cc([N+](=O)[O-])ccc2Sc2ccccc2)cc1OCC	-6	11	0	2	4	-1.9	-77	5	-2.3	2
Cc1cc(C)n(-c2ccc(C(=O)Nc3ccc(S(=O)(=O)N(C)C)cc3)cc2)n1	3	2	-3	0	8	0.6	-7	-3	-1.6	0
O=c1[nH]cnc2c1oc1ccccc12	9	-5	1	-2	-5	-1.8	48	4	-2.6	-8
CCOC(=O)COc1ccc(C2CC(C)=NN2c2ccccc2)cc1 (stereo not given)	8	7	-10	-3	-6	0.8	-6	.	-0.5	-5
Nc1nc(SCc2nnc(SCC(=O)O)n2-c2ccccc2)nc2sc3c(c12)CCCC3	-4	14	-1	4	4	0.8	8	-5	-2.7	0
Cc1cccc(C)c1NC(=O)C1(C)c2cccc[n+]2CC(=O)N1Cc1cccs1 (stereo not given)	-2	-5	1	1	-5	-0.4	7	-7	-2.3	-1
CCN1CCN(C(=O)C(N)Cc2ccccc2)CC1 (stereo not given)	-1	12	-1	0	-14	-0.9	14	-4	-1.1	-2
CC(C)c1cc(C(=O)N/N=C/c2ccoc2)c(O)c(C(C)C)c1	-2	4	-3	-28	1	-1.6	-6	4	0.5	2
Cc1noc(NS(=O)(=O)c2ccc(NC(=O)c3ccc(F)cc3)cc2)c1C	-2	-1	5	-1	-6	0.0	9	.	-0.1	3
Cc1nn2c(nc(N3CCOCC3)c3ccccc32)c1C=C(C#N)C#N	0	9	6	-1	-2	-0.1	8	0	-0.5	-1
COc1ccc(CCNC(=O)CCn2c(=O)[nH]c3cc(OC)c(OC)cc3c2=O)cc1OC	-3	-21	-1	-2	3	-0.3	19	40*	-0.9	-1
COc1cccc(NC(=O)CCSc2ccc3ccccc3n2)c1	-6	3	-6	-8	3	-1.0	27	0	-2.8	-8
CCOC(=O)C1(Cc2ccccc2)CCN(Cc2ccon2)CC1	0	0	2	-2	5	-0.6	-10	-4	-2.9	-4
CNC(=O)Cn1nc(C)c2ccccc2c1=O	-4	-1	4	-1	-4	1.1	28	-2	-2.4	-6
COc1ccc(C(C#N)N2N=C(C)CC2(C)C)cc1OC (stereo not given)	3	-3	13	0	-8	-0.6	17	1	0.1	-7
O=C(CSc1ncc(-c2ccc(F)cc2)[nH]1)NCc1ccco1	-5	.	-2	1	-11	1.4	-17	-4	-2.3	2
Cc1ccc(S(=O)(=O)N2CCN(c3ccc(S(=O)(=O)N4CCOCC4)cn3)CC2)cc1	-7	0	2	-5	-1	0.1	21	-2	-0.1	-3
N#Cc1ccccc1S(=O)c1ccccc1C(=O)Nc1ccccc1 (stereo not given)	-1	3	-11	-4	7	-0.8	2	-3	-0.7	-6
O=C(NCC1CCCO1)c1ccc2c(=O)n(Cc3cccc(Br)c3)c(=S)[nH]c2c1 (stereo not given)	3	1	-16	2	6	-0.2	-6	9	-0.1	-2
O=C1C2C3C=CC(C3=C(c3ccccc3)c3ccccc3)C2C(=O)N1CCO (stereo not given)	3	17	1	-3	-9	-1.2	2	-3	-0.9	2
SMILES	RTF Ca sens act	Rtt109 HAT inh	Cardiac RTF inh	DAGLB inh	PKA-R2B act	C-LANA FP	SR-BI uptake up	CAL PDZ FP-1	CAL PDZ FP-2	Keap1 Nrf2 FP
O=C(NCc1cccnc1)C1CCN(S(=O)(=O)c2cccc(C(F)(F)F)c2)CC1	-3	-7	-2	-1	-10	0.0	7	.	0.7	3
O=C(CN1C(=O)CCS(=O)(=O)c2ccccc21)Nc1cccc(Cl)c1	2	-2	-15	-2	-3	-0.7	-8	-3	0.0	0
CC(C)Cn1nnc2c(=O)oc3ccccc3c21	-4	-4	-6	2	8	-1.4	2	.	-2.2	4
O=C(Nc1nc(-c2ccc(-c3ccccc3)cc2)cs1)C1CCCO1 (stereo not given)	12	-3	7	-6	-3	1.6	-28	-1	-2.4	-5
C=CCNC(=S)N1CCN(c2ncc(C(F)(F)F)cc2Cl)CC1	1	6	-5	-11	-8	-1.1	17	-4	-0.8	1
O=C(CSc1nnc(-c2ccc(F)cc2)o1)c1ccc2c(c1)OCCO2	0	10	-4	-2	-1	-0.8	-2	-2	-1.2	-2
O=[N+]([O-])c1cc(Cl)c2cccnc2c1O	-2	-5	4	16	-5	-0.2	3	1	1.4	1
O=C(Nc1ccc2oc(-c3cccnc3)nc2c1)c1ccc2c(c1)OCCO2	1	-1	7	2	2	-0.3	-8	-6	-2.0	-7
CCN(Cc1ccccc1)S(=O)(=O)c1c(C)[nH]c(C)c1C(=O)N1CCCCC1	-1	4	5	-2	1	-0.5	4	-2	-2.2	-2
O=C(c1ccc(COc2ccc(F)cc2)o1)n1cc(Br)cn1	5	-2	5	0	-2	0.6	-15	1	-2.2	-3
Cc1cccc(C(=O)N/C(=C\c2ccc(C)o2)C(=O)O)c1	2	-5	-7	-1	-14	0.3	23	-2	-0.6	-3
Cc1ccc2ccc(C3C(=O)c4ccccc4C3=O)nc2c1	7	.	-8	-2	4	0.2	-5	-1	-2.5	-5
CCCS(=O)(=O)c1nc(S(=O)(=O)c2ccc(C)cc2)c(NCCCN(C)C)s1	4	3	3	0	0	-1.4	36	2	-1.2	-1
C=CCN1c2ccccc2C(=O)C(C)S1(=O)=O (stereo not given)	-2	-5	-10	1	0	1.3	11	0	-0.5	1

Entries listed above shown as hits in CAL PDZ FP-1.
SMILES | Rtt109 HAT inh | DAGLB inh | PKA-R2B act | C-LANA FP | SR-BI uptake up | CAL PDZ FP-1 | CAL PDZ FP-2 | Keap1 Nrf2 FP
COc1ccc(CCNC(=O)CCn2c(=O)[nH]c3cc(OC)c(OC)cc3c2=O)cc1OC | -21 | -2 | 3 | -0.3 | 19 | 40* | -0.9 | -1

The order is random, and some 1.6% of all compounds hit somewhere here.
